# Source: PubChem
# A-T KAP1 phos = candidate therapy for ataxia-telangiectasia | […] A-T fibroblasts, KAP-1 phosphorylation AlphaLISA; neocarzinostatin DNA damage 30 min before lysis | Potency, µM (titrated, usually from 57.5 µM), for the others: at the top dose activation, usual class: activators | 320,000 compounds, 0.19% hits | AID 485349; also: potency is read from the fitted curve at half-maximal effect; % of control where 0% means no effect; nearly all actives have a fitted effect of over 45% in size
#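 ATM-like activity read as KAP-1 phosphorylation via AlphaLISA donor/acceptor antibody pairs after lysis and 6 hr at 25C. Cells were ATM-null patient fibroblasts ([…], hTERT), dosed 60 min, then exposed to the DSB inducer NCS for 30 min.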
# PTAP TSG101 blk = blocks PTAP/TSG101 interaction to inhibit HIV-1 budding; Fluorescence polarization, FITC-PTAP peptide / Tsg101 binding; Potency, µM (doses to about 115 µM), for inactives: at the highest dose activity change, negative = inhibition, most hits filed as inhibitors; 340,000 tested, under 10 active; AID 493005; active = well fitted inhibition curve with a large enough effect in the main read-out, with a control signal flat, not every such curve was filed as active; inconclusive = small, poorly fitted or top-dose-only effect, or effect the other way, or a change in a side signal; inactive = no such curve, though single readings can be large or run the other way; also: potency is read from the fitted curve at half-maximal effect; % of control where 0% means no effect
# Target sequence (Q99816 whole entry, looked up): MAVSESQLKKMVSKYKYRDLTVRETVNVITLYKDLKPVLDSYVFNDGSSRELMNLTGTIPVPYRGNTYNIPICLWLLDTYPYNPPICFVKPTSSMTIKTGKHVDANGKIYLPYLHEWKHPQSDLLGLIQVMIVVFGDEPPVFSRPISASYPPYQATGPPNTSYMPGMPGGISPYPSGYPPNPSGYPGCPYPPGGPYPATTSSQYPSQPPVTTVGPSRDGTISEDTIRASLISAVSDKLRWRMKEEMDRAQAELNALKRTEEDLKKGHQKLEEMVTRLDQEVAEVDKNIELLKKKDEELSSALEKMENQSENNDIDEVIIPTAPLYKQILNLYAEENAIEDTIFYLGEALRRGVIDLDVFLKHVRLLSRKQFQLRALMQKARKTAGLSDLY
#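 Tsg101 binding domain (10 uM final) was mixed with compound and a FITC-labeled PTAP peptide (50 nM final) in HEPES pH 7.5 buffer with NaCl, Tween 20, EDTA and TCEP; fluorescence polarization was read after 20 min at r.t.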
# TCR activator = T cell receptor activation; primary human leukocytes, anti-CD3, IL-2 HTRF, 48 h; Potency, µM (titrated, usually from 9.22 µM), for the others: at the highest dose activation of IL-2 secretion, most hits filed as activators; 330,000 tested, under 10 active; AID 504894; also: % of control where 0% means no effect
#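 Activity was scored as IL-2 release from primary human leukocytes given only a TCR signal (a-CD3 beads) plus compound for 48 hr. Detection used a two-antibody HTRF format read at 665nm.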
# Eya2 phos inh = inhibitors of human Eya2 phosphatase activity; O00167; recombinant Eya2, OMFP fluorescence dephosphorylation (OMFP is methylfluorescein phosphate); Potency, µM (titrated, usually from 76.9 µM), without a hit: at the top dose activity, negative = inhibition, actives largely listed as inhibitors; 330,000 compounds, 0.006% hits; also: potency is read from the fitted curve at half-maximal effect; % is scaled to controls: 0 for no effect and ±100 for the full control effect
#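 Eya2 protein (added as 0.2 uM solution) was preincubated with compound for 10 min at ambient temperature in 50 mM HEPES pH 7.5, 50 mM NaCl, 5 uM MgCl2, 0.05% BSA, 1 mM DTT. OMFP (added at 50 uM) then reacted 10 min; fluorescence read at 485/525 nm.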
# ELG1 DNA repair = inhibitors of ELG1-dependent DNA repair in HEK293T cells; HEK293T ELG1-luciferase reporter, luminescence, 16 h; DNA damage induced by 5-fluorouridine; Potency, µM (series often up to 46.1 µM), inactives show top-dose activity change, negative = inhibition, usual class: inhibitors; 330,000 compounds, 2.3% hits; also: potency is read from the fitted curve at half-maximal effect; % is scaled to controls: 0 for no effect and ±100 for the full control effect; nearly all actives have a fitted effect of over 55% in size
#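 Quantitative HTS, concentration-response format. 2,000 cells/well co-treated with 5-fluorouridine and compound, 16 hr in 5% CO2 at 37 °C; ONE-Glo luminescence read after 30 min.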
# Mito fusion yeast = blocks mitochondrial division or promotes mitochondrial fusion; 320,000 compounds, 0.23% hits; AID 485298; Potency, µM (titrated, usually from 46.1 µM), for inactives: at the top dose growth rescue (activation), hits mostly activators; S. cerevisiae fusion-defective mutant growth rescue, CellTiterGlo 48 h;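 also: potency is read from the fitted curve at half-maximal effect; % of control where 0% means no effect; nearly all actives have a fitted effect of over 45% in size; temperature-sensitive fusion mutants such as fzo1-1 at 37 °C on non-fermentable ethanol glycerol medium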
#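 Yeast fusion mutant, YPEG (non-fermentable carbon), compound, 48 h at 37C non-permissive; CellTiterGlo added, 10 min RT, luminescence read. Rescued growth = division inhibition.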
# a7 integrin act = activators of alpha7 integrin expression for muscular dystrophy. alpha7betagal myoblasts, beta-gal FDG fluorescence, 48 h. Potency, µM (highest dose often 38.3 µM), for inactives: at the top dose activation, actives largely listed as activators. 350,000 compounds, 0.064% hits. AID 624291;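 also: potency is read from the fitted curve at half-maximal effect; 100% = response of the positive control SU9516; nearly all actives have a fitted effect of over 60% in size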
#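 Alpha7betagal+/- myoblasts (passage 13) were plated 16-24 hr, then exposed to compounds (1:260 dilution of DMSO stock) for 48 hours at 37C. After MPER lysis, β-galactosidase reporter activity was read as FDG fluorescence (ex 480/em 540) after 30 minutes.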
# TSHR antagonist = antagonists of human thyroid stimulating hormone receptor | P16473 | 330,000 compounds, 0.2% hits | TSHR-expressing cells, TSH-stimulated cAMP HTRF, 2 h; active compounds read low | activity change, negative = inhibition, % at 11.5 µM;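 active = activity change below a set negative limit, meaning inhibition stronger than a set level, cut at about -70% in these data; inconclusive = activity change between two set negative limits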; also: % is scaled to controls: 0 for no effect and ±100 for the full control effect
#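 Read-out is FRET at 665 nm (cryptate excitation 337 nm) from a cryptate-tagged anti-cAMP antibody, competed by cell cAMP against cAMP-d2. Compounds are tested on freshly harvested TSHR cells challenged with 4nM TSH (EC80) for 2 hours at 37 deg C.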
# S-ASM inh = human S-ASM enzyme inhibition | Potency, µM (doses to about 57.5 µM), without a hit: at the top dose activity change, negative = inhibition, most hits filed as inhibitors | 340,000 compounds, 0.006% hits | placental ASM, HMU-PC fluorogenic substrate, 60 min | P17405; also: potency is read from the fitted curve at half-maximal effect
# Target sequence (P17405 47-631 limits assumed): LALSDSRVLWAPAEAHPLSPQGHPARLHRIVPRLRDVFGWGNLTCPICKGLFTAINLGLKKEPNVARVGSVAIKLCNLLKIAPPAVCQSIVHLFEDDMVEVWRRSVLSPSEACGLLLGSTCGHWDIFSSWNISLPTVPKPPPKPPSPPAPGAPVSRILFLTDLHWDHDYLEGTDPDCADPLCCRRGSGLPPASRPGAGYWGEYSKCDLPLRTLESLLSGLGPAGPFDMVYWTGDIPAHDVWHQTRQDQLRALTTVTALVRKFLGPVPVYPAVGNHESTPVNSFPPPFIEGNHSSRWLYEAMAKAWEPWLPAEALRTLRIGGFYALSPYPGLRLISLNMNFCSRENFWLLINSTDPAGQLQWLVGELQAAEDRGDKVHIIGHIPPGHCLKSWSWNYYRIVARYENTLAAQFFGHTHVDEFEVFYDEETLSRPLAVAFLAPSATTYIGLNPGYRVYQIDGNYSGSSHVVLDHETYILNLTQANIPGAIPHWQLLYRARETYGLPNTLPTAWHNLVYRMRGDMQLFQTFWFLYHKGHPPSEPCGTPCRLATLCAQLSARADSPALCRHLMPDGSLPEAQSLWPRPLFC
#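 qHTS format. ASM enzyme prepared from human placenta hydrolyses the fluorogenic substrate HMU-PC0 (9 uM final) over 60 min at 37 °C after a 10 min compound preincubation.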
# BCR signal inh = inhibitors of chronic active B-cell receptor signaling | ABC-DLBCL IkBa-CBG/CBR reporter, luminescence ratio, 4 h | Potency, µM (titrated, usually from 46.1 µM), without a hit: top-dose ratio change, negative = lower green/red ratio, hits mostly inhibitors | 340,000 compounds, 0.05% hits | AID 493014; active = well fitted inhibition curve with a large enough effect in the signal ratio, with a control signal flat, not every such curve was filed as active; inconclusive = small, poorly fitted or top-dose-only effect, or effect the other way, or a change in a side signal; the % refers to the signal ratio;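 also: potency is read from the fitted curve at half-maximal effect; plate controls were basal doxycycline-induced cells for no effect and cells given 10 µM MG132 for full effect; MG132 reads +100%, hits lower the ratio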
#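 TMD8 ABC-DLBCL cells carrying doxycycline-inducible green luciferase fused to IkappaBalpha plus unfused red luciferase were exposed to compounds (up to 46 uM) for 4 hrs at 37C. Activity came from the overlap-corrected green/red luminescence ratio.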
# Tb PFK inh = T. brucei PFK enzyme inhibition. O15648. T. brucei PFK, ADP-Glo luminescence. Potency, µM (titrated, usually from 57.5 µM), for inactives: top-dose activity, negative = inhibition, usual class: inhibitors. 330,000 compounds, 0.17% hits. AID 485367;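 also: potency is read from the fitted curve at half-maximal effect; 0% = uninhibited 1x PFK enzyme wells and -100% = no-enzyme wells; nearly all actives have a fitted effect of over 60% in size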
#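 ADP-Glo luminescence quantified ADP after 45 min at room temperature, with 1.25 nM T. brucei PFK, 0.1 mM ATP and 0.5 mM fructose-6-phosphate in pH 8.0 TEA buffer. qHTS titrations up to 57 µM; curves classified by quality.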
# * marks the source's active call; other numbers are inactive results; ? = inconclusive; nt = not tested or not shown; [ ] = remark or other dose. Unless noted, calls follow the shape of the dose curve; as a rule, active = well fitted curve in the direction sought with a large enough effect; inconclusive = small, poorly fitted or top-dose-only effect, or another doubt; inactive = no such curve, though single readings can be large; an effect the other way counts as inactive or inconclusive.
1: CCOC(=O)CC1COc2ccccc2N1C(=O)c1ccc(C)cc1 (configuration not stated)
2: COC(=O)Cc1coc2cc(OC)ccc12
3: COc1cnn(-c2ccccc2)c(=O)c1SCc1ccc(Cl)c(Cl)c1
4: COc1ccc(Cl)cc1NC(=O)CN(C)C(=O)/C=C/c1ccco1
5: C/C(=N/NC(=O)c1nnn(-c2nonc2N)c1-c1ccccc1)c1ccc2c(c1)OCO2
6: CCN(CC)CCOC(=O)c1c(C)n(C)c2ccc(OC)cc12

assay / compound	1	2	3	4	5	6
A-T KAP1 phos	-5%	3%	-1%	31%	-6%	8%
PTAP TSG101 blk	-1%	-2%	-3%	-3%	-1%	-1%
TCR activator	1%	4%	nt	-5%	3%	-4%
Eya2 phos inh	14%	8%	-32%	4%	11%	22%
ELG1 DNA repair	11%	25%	-14%	4%	-28%	-18%
Mito fusion yeast	8%	-7%	7%	nt	1%	-3%
a7 integrin act	5%	25%	8%[7.66 µM]	-15%	-10%	-14%
TSHR antagonist	-3	-2	-9	nt	15	-10
S-ASM inh	2%	0%	-7%	-1%	52%	7%
BCR signal inh	-1%	1%	1%	-11%	1%	1%
Tb PFK inh	3%	-1%	1%	-7%	4%	-4%

7: Cc1cc(C(=O)COc2ccc(Cl)cc2Br)c(C)n1C
8: COc1ccccc1CC(NC(C)=O)C(=O)NC1CCN(C(=O)Nc2cccc(F)c2)CC1 (configuration not stated)
9: COc1ccc(CN(C)Cc2c(O)ccc3ccccc23)cc1
10: CCOC(=O)C(=CNc1cc(C(F)(F)F)ccc1N1CCOCC1)C(=O)OCC
11: Cc1csc(NC(=O)C2CCCO2)n1 (configuration not stated)
12: COc1ccc(OC)c(CCNC(=O)CC2(CC3=NS(=O)(=O)c4ccccc4N3)CCCC2)c1

assay / compound	7	8	9	10	11	12
A-T KAP1 phos	5%	-6%	6%	12%	-1%	-9%
PTAP TSG101 blk	-2%	0%	0%	-1%	-2%	-3%
TCR activator	-3%	-1%	1%	-7%	3%	-4%
Eya2 phos inh	-3%	-4%	4%	-8%	2%	5%
ELG1 DNA repair	0%	20%	2%	?	?	?
Mito fusion yeast	-1%	-9%	-5%	6%	-4%	0%
a7 integrin act	9%	0%	-10%	-11%	-14%	0%
TSHR antagonist	-7	18	18	-3	7	-4
S-ASM inh	-2%	-2%	3%	-1%	-5%	-9%
BCR signal inh	?	-8%	8%	-8%	3%	?
Tb PFK inh	4%	1%	0%	0%	-7%	1%

13: CC1CCCN(C(=O)COC(=O)c2cc(-c3cccs3)nn2-c2ccccc2)C1 (configuration not stated)
14: C=CCNc1nc(N2CCCCC2)c(C#N)c2c1CN(Cc1ccccc1)CC2
15: CC1CCN(CCCNC(=O)c2cc3sccc3n2C)CC1
16: O=S(=O)(NCc1ccccc1)c1ccccc1NCc1ccc(Cl)cc1
17: Cc1cccc(-c2noc(CN(C(C)C)S(=O)(=O)c3ccc(F)cc3)n2)c1
18: CCCCN(C)CCNC(=O)CCn1nc(-c2ccc(C)cc2)ccc1=O

assay / compound	13	14	15	16	17	18
A-T KAP1 phos	13%	6%	nt	10%	26%	-4%
PTAP TSG101 blk	2%	-3%	0%	-6%	-3%	0%
TCR activator	4%	0%	-5%	9%[46.1 µM]	-1%	-7%
Eya2 phos inh	5%	9%	0%	-11%	-10%	?
ELG1 DNA repair	6%	23µM*	13%	4%	?	-5%
Mito fusion yeast	?	3%	-2%	nt	-16%	-3%
a7 integrin act	32%	-30%	-3%[7.66 µM]	-14%	6%	-12%
TSHR antagonist	nt	-12	10	0	-20	-3
S-ASM inh	2%	23%	3%	-12%	-2%	1%
BCR signal inh	8%	-1%	-3%	?	4%	-1%
Tb PFK inh	0%	-4%	0%	2%	-15%	3%

19: COc1ccc(OC)c(NC(=O)c2nnn(CC(=O)Nc3ccc4c(c3)OCO4)c2N)c1
20: O=C(CCCCC(=O)NNC(=O)COc1ccccc1)NNC(=O)COc1ccccc1
21: COC(=O)C1=C(C)N(Cc2ccco2)C(=O)N[C@H]1c1ccccc1
22: Cc1ccc(C)c(OCCC(=O)OCC(=O)NC2CCCC2)c1
23: COc1cccc(Cn2nnc(C(=O)NCc3ccc4c(c3)OCO4)c2N)c1
24: CC(C)CC(C(=O)O)N1C(=O)[C@@H]2[C@H](C1=O)[C@@H]1C[C@H]2C(Br)C1Br (some centres not stated)

assay / compound	19	20	21	22	23	24
A-T KAP1 phos	-6%	1%	-19%	1%	-6%	-2%
PTAP TSG101 blk	-1%	4%	nt	0%	0%	1%
TCR activator	1%	8%	nt	6%	10%	2%[46.1 µM]
Eya2 phos inh	-10%	-2%	0%	-22%	0%	2%
ELG1 DNA repair	5%	-7%	1%	12%	-9%	20%
Mito fusion yeast	2%	17%	12%	1%	-2%	-2%
a7 integrin act	8%	-9%	nt	13%	12%	-21%
TSHR antagonist	-17	-3	12	1	-19	11
S-ASM inh	-2%	4%	nt	-2%	3%	3%
BCR signal inh	-1%	2%	-2%	0%	?	15%
Tb PFK inh	-20%	-4%	-3%	-7%	-12%	6%

# Full records, looked up by structure.
# `COC(=O)C1=C(C)N(Cc2ccco2)C(=O)N[C@H]1c1ccccc1` is entered as A-T KAP1 phos: -19%; PTAP TSG101 blk: nt; TCR activator: nt; Eya2 phos inh: 0%; ELG1 DNA repair: 1%; Mito fusion yeast: 12%; a7 integrin act: nt; TSHR antagonist: 12; S-ASM inh: nt; BCR signal inh: -2%; Tb PFK inh: -3%
# `O=C(CCCCC(=O)NNC(=O)COc1ccccc1)NNC(=O)COc1ccccc1` is entered as A-T KAP1 phos: 1%; PTAP TSG101 blk: 4%; TCR activator: 8%; Eya2 phos inh: -2%; ELG1 DNA repair: -7%; Mito fusion yeast: 17%; a7 integrin act: -9%; TSHR antagonist: -3; S-ASM inh: 4%; BCR signal inh: 2%; Tb PFK inh: -4%

# Going on with the list.
25: COC(=O)c1ccc(Nc2cc(C)nc3nc(C)nn23)cc1
26: O=C(Nc1ccc(NC(=O)C2CC2)nc1)c1ccncc1
27: CCC(C)(C)NC(=O)/C=C/c1cnc2ccccc2n1
28: Clc1ccc(-c2nn3cnnc3s2)c(Cl)c1
29: CSc1cccc(NC(=O)C(C)NS(=O)(=O)c2ccc(F)cc2)c1 (configuration not stated)
30: CCCc1c(C)nc2ccc(OC)cc2c1SCCC(=O)O
31: O=C(CSc1nnc(-c2cccnc2)n1Cc1ccco1)c1ccc2ccccc2c1
32: c1cncc(CNc2ncnc3sc4c(c23)CCC4)c1

assay / compound	25	26	27	28	29	30	31	32
A-T KAP1 phos	18%	3%	1%	-10%	4%	2%	-5%	2%
PTAP TSG101 blk	3%	-3%	-6%	-8%	-2%	-1%	-6%	-1%
TCR activator	1%	-3%	8%[46.1 µM]	-2%	-6%	-3%	-2%	1%
Eya2 phos inh	11%	-5%	2%	-6%	4%	1%	-2%	-6%
ELG1 DNA repair	?	?	?	13%	6%	-4%	-9%	?
Mito fusion yeast	-1%	1%	3%	16%	-1%	-2%	4%	-7%
a7 integrin act	1%	-15%	-10%	-3%	-16%	4%	-25%	27%
TSHR antagonist	31	8	2	0	-3	-21	-15	-1
S-ASM inh	4%	7%	-1%	-2%	1%	3%	-3%	1%
BCR signal inh	?	-2%	10%	3%	?	0%	-1%	-5%
Tb PFK inh	1%	1%	0%	-3%	-2%	4%	-2%	-3%

# Only TSHR antagonist and TCR activator (2 entries from above):
entry	canonical_smiles	TSHR antagonist	TCR activator
32	c1cncc(CNc2ncnc3sc4c(c23)CCC4)c1	-1	1%
28	Clc1ccc(-c2nn3cnnc3s2)c(Cl)c1	0	-2%
